# Compound activity from PubChem BioAssay.
# Pf apPOL inh: Pf-apPOL inhibitors, biochemical, fluorescence. actives 0.25% (n = 210,000). inhibition, % at 10 µM. Plasmodium falciparum apicoplast DNA polymerase (apPOL). Recombinant Pf-apPOL, molecular beacon fluorescence, 1.5 h
# mHTT CaM bind: mutant huntingtin-calmodulin interaction inhibitors – biochemical, AlphaScreen, primary screen. P42858. AlphaScreen His-mHTT/GST-CaM binding, luminescence. inhibition, % at 15 µM. actives 3.6% (n = 190,000). AID 1671202, 2021;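 also: 0% = both proteins with DMSO and 100% = one protein alone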
# * hit, by the source's call; nt = no result given; & = joins results of further samples. Rule as the data show it: active = inhibition above about 50%; inactive = the rest.
SMILES,Pf apPOL inh,mHTT CaM bind
COc1cccc(C2C(C(=O)Nc3ccccn3)=C(C)NC3=C2C(=O)CC(C)(C)C3)c1OC (stereo unspecified),9,6
CCOC(=O)C(C)Oc1ccc2c(c1)OC(=CC=Cc1ccccc1)C2=O (stereo unspecified),2,8
CCN(CC)C(=O)c1cc(=O)[nH]c2ccccc12,-3,2
COc1ccccc1-c1noc(C2CCCN2C(=O)Nc2ccc(Cl)cc2)n1 (stereo unspecified),-4,3
O=S(=O)(c1ccc(Cl)cc1)c1nc(-c2ccco2)oc1NCc1ccccc1,-3,34
Cc1ccc(-n2nc3c(c2NC(=O)c2cc4ccccc4oc2=O)CS(=O)(=O)C3)c(C)c1,-6,6
O=C(Cc1ccccc1)Nc1c2c(nn1-c1ccc(Cl)cc1)CSC2,0,10
O=C1CC(C2CCCC=C2N2CCOCC2)C(=O)N1C1CCCCC1 (stereo unspecified),-9,-1
CCSc1nc(N2CCOCC2)c2cnn(CCNC(=O)c3ccco3)c2n1,-6,-8
COc1cccc(OC)c1C(=O)Nc1cc(C(=O)O)cc(C(=O)O)c1,-4,1
COCC(=O)NCc1nnnn1C1CCCCC1,-5,-18
CN1CCN(C(=O)c2csc(COc3ccc(F)cc3F)n2)CC1,-4,-4
Cc1ccc(C)c(NC(=O)CCc2ccc3nc[nH]c3c2)c1,0,-4
COc1ccc(OCCOc2ccc(F)cc2)cc1,-7,-10
O=C(NC1CC1)c1cccc(Cn2cncn2)c1,-1,-6
N#Cc1ccccc1NC(=O)C(=O)NCc1cccs1,-4,5
Nn1cnnc1SCc1ccc(F)cc1,-5,-6
c1ccc2c(c1)[nH]c1nc3nnnn3nc12,nt,-3
COCc1noc(C2CCCCN2CC(=O)NC(C)C)n1 (stereo unspecified),-3,-10
CCC(Sc1nnc(NC(=O)Nc2ccccc2)s1)C(=O)OC (stereo unspecified),0,-14
CSc1cccc(NC(=O)N2CCC(N3CCN(Cc4cccc(C)c4)C3=O)CC2)c1,-4,23
O=C(CSc1nccn1-c1cccc(C(F)(F)F)c1)Nc1nccs1,-3,22
Cc1cccn2cc(C(=O)NCCN3CCOCC3)nc12,-4,-4
COc1ccc(CC(=O)NCCC2CCN(C(=O)c3ccc(F)cc3)CC2)cc1,-1,5
O=[N+]([O-])c1cc2c(cc1CNc1ccc3c(c1)CCC3)OCO2,-7,81*
CN(CCOC(=O)CSc1ccccc1)C1CN(Cc2cn(Cc3ccccc3F)nn2)S(=O)(=O)C1 (stereo unspecified),-7,14
O=Cc1cn(CC(=O)N2CCCCC2)c2ccccc12,4,-2
O=C1C2C3c4ccccc4C(c4ccccc43)C2C(=O)N1c1cc(Cl)ccn1 (stereo unspecified),2,5
CCOc1ccccc1CNC(=O)c1cccc(C2CCCN(C(=O)NC(C)C)C2)c1 (stereo unspecified),-2,1
CCN(C(=O)COc1ccc2c(c1)C(=O)CC1(CCN(C(C)=O)CC1)O2)c1ccccc1,-6,7
CCN(CC)c1ccc(C(=O)n2nnc3ccccc32)cc1,4,7
COc1ccc(C2C3=C(CCCC3=O)N=C3c4ccccc4C(=O)C32)cc1OC (stereo unspecified),-3,36
COc1ccccc1C(=O)N1CCN(c2ccc(NCC3CCCO3)nn2)CC1 (stereo unspecified),-12,3
O=C(NCc1ccc(Cl)cc1)C1CC(=O)N(CCc2c[nH]c3ccc(F)cc23)C1 (stereo unspecified),0,17
O=C(Nc1ccc(F)cc1)c1ccccc1NC(=S)Nc1ccc(Cl)c(Cl)c1,5,nt
CCc1csc2nc(C)c(NC(=O)c3ccc(Br)cc3)c(=O)n12,2,1
COC(=O)c1ccc(C=C2Oc3c(CN(C)C)c(O)cc(C)c3C2=O)cc1,-18,4
CC1=NOC(=O)/C1=C\c1ccc(-c2cc(C)c(C)cc2[N+](=O)[O-])o1,7,11
Cc1ccccc1NC(=O)NCCCc1ccc(N(C)C)cc1,1,11
CCCN(CCC)S(=O)(=O)c1ccc(C(=O)Nc2nc3ccc(OC)cc3s2)cc1,4,-2
Cc1cc(NC(=O)c2cc3nc(-c4ccco4)cc(C(F)(F)Cl)n3n2)no1,-5,28
Cc1ccc(-c2nc(-c3ccc4ncn(C)c4c3)no2)c(C)c1,-5,-8
COc1ccccc1C1C=C(c2ccccc2)Nc2nnnn21 (stereo unspecified),-9,-2
FC(F)(F)c1cnc(N2CCC(Nc3ncnc4scc(-c5ccccc5)c34)CC2)c(Cl)c1,-12,nt
Cc1ccc(C2CC(=O)Oc3cc(O)ccc32)cc1 (stereo unspecified),-16,14

# Ordered by molar mass (lowest first): some entries from above.
SMILES,Pf apPOL inh,mHTT CaM bind
O=C(NC1CC1)c1cccc(Cn2cncn2)c1,-1,-6
COCC(=O)NCc1nnnn1C1CCCCC1,-5,-18
COc1ccc(OCCOc2ccc(F)cc2)cc1,-7,-10
O=Cc1cn(CC(=O)N2CCCCC2)c2ccccc12,4,-2
Cc1ccc(C)c(NC(=O)CCc2ccc3nc[nH]c3c2)c1,0,-4
CCN(CC)c1ccc(C(=O)n2nnc3ccccc32)cc1,4,7
Cc1ccc(-c2nc(-c3ccc4ncn(C)c4c3)no2)c(C)c1,-5,-8
COc1ccccc1C1C=C(c2ccccc2)Nc2nnnn21 (stereo unspecified),-9,-2
O=[N+]([O-])c1cc2c(cc1CNc1ccc3c(c1)CCC3)OCO2,-7,81*
CC1=NOC(=O)/C1=C\c1ccc(-c2cc(C)c(C)cc2[N+](=O)[O-])o1,7,11
COc1cccc(OC)c1C(=O)Nc1cc(C(=O)O)cc(C(=O)O)c1,-4,1
O=C1CC(C2CCCC=C2N2CCOCC2)C(=O)N1C1CCCCC1 (stereo unspecified),-9,-1
CCOC(=O)C(C)Oc1ccc2c(c1)OC(=CC=Cc1ccccc1)C2=O (stereo unspecified),2,8
O=C(Cc1ccccc1)Nc1c2c(nn1-c1ccc(Cl)cc1)CSC2,0,10
O=C(CSc1nccn1-c1cccc(C(F)(F)F)c1)Nc1nccs1,-3,22
Cc1cc(NC(=O)c2cc3nc(-c4ccco4)cc(C(F)(F)Cl)n3n2)no1,-5,28
CCSc1nc(N2CCOCC2)c2cnn(CCNC(=O)c3ccco3)c2n1,-6,-8
O=S(=O)(c1ccc(Cl)cc1)c1nc(-c2ccco2)oc1NCc1ccccc1,-3,34
CCOc1ccccc1CNC(=O)c1cccc(C2CCCN(C(=O)NC(C)C)C2)c1 (stereo unspecified),-2,1
O=C(Nc1ccc(F)cc1)c1ccccc1NC(=S)Nc1ccc(Cl)c(Cl)c1,5,nt
CCCN(CCC)S(=O)(=O)c1ccc(C(=O)Nc2nc3ccc(OC)cc3s2)cc1,4,-2
Cc1ccc(-n2nc3c(c2NC(=O)c2cc4ccccc4oc2=O)CS(=O)(=O)C3)c(C)c1,-6,6

# Remaining list, next part.
SMILES,Pf apPOL inh,mHTT CaM bind
c1csc(-c2cc(N3CCOCC3)c3ccccc3n2)c1,-1,nt
COc1cccc(C=C2Oc3cc(OC(=O)c4c(OC)cccc4OC)ccc3C2=O)c1OC,-6,-10
O=C1CSC(c2ccc(F)c(F)c2)N1c1cccc(F)c1 (stereo unspecified),-2,-10
O=C(NC1CC1)C1CCN(c2ncccc2-c2nc(-c3ccc(Cl)cc3)no2)CC1,-6,-8
COc1ccc(C=Nc2cccc(N=Cc3ccc(OC)c(OC)c3)c2)cc1OC,-4,74*
COc1ccc(S(=O)(=O)N2CCC(C(=O)O)CC2)cc1OC,-1,-1
CCCCC[C@H](C)N1C[C@@H](COCc2ccccc2)Oc2cc(N3CCC[C@@H]3COC)ccc2S1(=O)=O,-5,-13
Cc1ccc([N+](=O)[O-])cc1NC1OC(CO)C(O)C1O (stereo unspecified),7,2
CS(=O)(=O)c1ccc(-c2cccc(NS(=O)(=O)c3ccc4c(c3)CCCC4)c2)nn1,-10,15
CCOC(=O)C1=C(c2ccccc2)c2cc(OC)ccc2OC1C(=O)OCC (stereo unspecified),-4,-31
COc1cc(C)c(C)cc1S(=O)(=O)N1CCCCC1c1cccnc1 (stereo unspecified),-2,2
COc1cc(OC)c(C2CC(c3cccc(Br)c3)Nc3nnnn32)cc1OC (stereo unspecified),1,41
Cc1ccc(-c2cn3c(n2)N(C(=O)Cn2ccnc2C)CCC3)cc1,1,14
CC(C)C(=O)Nc1ccc2c(c1)C(N1CCOCC1)=Nc1cc(Cl)ccc1O2,3,48
CC12CCC(C(=O)Nc3ccc4c(c3)OCCO4)(CC1=O)C2(C)C (stereo unspecified),2&2,5&-23
O=C(Nc1cccc(O)c1)c1ccccc1,-6,2
COc1ccc(N2C(=O)CC(Sc3nnc(-c4ccccc4)n3-c3ccccc3)C2=O)cc1 (stereo unspecified),-8,5
Cc1ccc(C(=O)Nc2ccccc2Sc2ccc(Cl)cc2[N+](=O)[O-])cc1,0,nt
Cc1[nH]nc2c1C(c1ccc(OCc3cccc(F)c3)cc1)CC(=O)N2 (stereo unspecified),-9,6
COc1ccc(-c2cc3nc4c(c(=O)n3[nH]2)CN(C(=O)c2ccccc2)CC4)cc1,3,17
O=C(Nc1nc2ccc([N+](=O)[O-])cc2s1)c1ccccc1Br,0,0
O=C(NCCO)c1cccc([N+](=O)[O-])c1,-3,-6
O=C(CSc1nnc(NC(=O)c2ccccc2Br)s1)Nc1ccccc1,-4,-14
COc1ccc(C2CC(=O)C=C(Nc3ccccc3)C2)cc1 (stereo unspecified),1,-1
COc1ccc(C(=O)c2nc3c(n2O)CCCCC3)cc1OC,-6,20
CCc1ccccc1NC(=O)C1CC2CCC1C2 (stereo unspecified),-2,-7
CC(C)(C)n1nc2c(c1NC(=O)c1cc(Br)ccc1Cl)CS(=O)(=O)C2,-6,0
CC1C(=O)C2(CCCCC2)C(=O)OC1c1ccccc1 (stereo unspecified),0,-4
O=C(NC1CC2CC1N(C(=O)Cc1cccnc1)C2)c1ccccc1 (stereo unspecified),2,8
Cc1cc(N2C(=O)Cn3cccc3C2C(=O)NC2CCCC2)ccc1Br (stereo unspecified),-4,2
Cc1ccccc1CS(=O)(=O)c1ccc(C(=O)N2CCN(C)CC2)cc1[N+](=O)[O-],-5,3
COc1ccc(CN2CCSCC2)c(OC)c1OC,-3,-7
CC12CCC(c3nc4ccccc4nc31)C2(C)C (stereo unspecified),-7,-8
COc1ccc(C=C2Oc3cc(OC(C)C(=O)O)ccc3C2=O)cc1 (stereo unspecified),17,3
Cc1cc(C)c(C(=O)N2CCC(CC(=O)NCCC3=CCCCC3)CC2)[nH]1,-3,31
COc1ccc(Cl)cc1C(=O)N1CCC2(CC1)NC(=O)N(Cc1ccccc1)C2=O,0,10
O=C(c1cc2n(n1)C(C(F)(F)F)CC(c1ccco1)N2)N1CCCc2ccccc21 (stereo unspecified),-3,3
Cc1ccc(OCCSc2nc3c([nH]2)c(=N)ncn3Cc2ccccc2)cc1,-5,6
CCn1c(SC)nnc1-c1nn(C)c2c1CN(C(=O)c1cccs1)CC2,-8,-5
Cc1nc2cc(N3CC(C(=O)Nc4cccc(C)c4C)CC3=O)ccc2o1 (stereo unspecified),-4,-5
NS(=O)(=O)c1ccc(NC(=O)CSc2nc(O)cc(=O)n2-c2ccccc2)cc1,-4,6
COC(=O)COc1ccc2c(c1)OC(=Cc1cc(Br)cc3c1OCOC3)C2=O,-8,3
O=C(Nc1nnc(Cc2ccc(Cl)cc2Cl)s1)c1ccco1,7,3
COc1ccccc1/C=C/C1=NC(=C\c2ccc(Cl)cc2)/C(=O)O1,4,4
O=c1oc2ccccc2n1CNc1cccc(Cl)c1,0,-8
Cc1cccc(NC(=O)N2CCCC2c2nc(-c3ccccc3)no2)c1 (stereo unspecified),0,-5
COc1ccc(/C=C/C(=O)NCCc2nc3ccccc3[nH]2)cc1Br,8,24
O=C(NCCSc1c[nH]c2ccccc12)c1cc(Br)ccc1Cl,-7,24
CCC(=O)N1CCc2cc(Br)cc(S(=O)(=O)NCc3ccc(C)cc3)c21,-4,2
Cc1ccc(C2CC(C(F)F)n3ncc(C(=O)Nc4cnn(Cc5ccccc5C)c4)c3N2)cc1 (stereo unspecified),-3,56*
CC(C)=CCCC(C)CN1CCC(O)CC1 (stereo unspecified),16,-3
O=C(/C=C/c1ccccc1Cl)Nc1cccc(C(F)(F)F)c1,-2,-27
COc1ccc(CC(O)=C(C#N)c2nc3ccccc3[nH]2)cc1OC,-10,9
O=C(NCCn1nc(-c2ccncc2)ccc1=O)Nc1ccccc1,-6,-8
CCC(=O)NC(c1ccc2c(c1)OCO2)c1cc(Cl)c2cccnc2c1O (stereo unspecified),-2,96*
Cc1ccc(C(=O)Nc2c3c(nn2-c2ccc([N+](=O)[O-])cc2)CS(=O)(=O)C3)cc1C,-6,27
COC(=O)[C@H](C(C)C)N(CCCc1cn(Cc2ccccc2)nn1)S(=O)(=O)c1ccc(F)cc1Br,-4,32
COc1ccc(CNS(=O)(=O)c2ccc(F)c(C(=O)Nc3cccc(C)c3C)c2)cc1,-2,24
Cc1oc(C2CCN(C(=O)c3cccc(Cl)c3)CC2)nc1C(=O)N1CCCC1,-6,18
COc1ccc(C(CC(=O)NC(C)(C)C)c2ccccc2)cc1 (stereo unspecified),-7,-12
COc1cc([N+](=O)[O-])cc(CN2CCN(c3ccccc3)CC2)c1O,6,3
CCNC(=O)Nc1cccc(N2CCCN(Cc3cccc(F)c3)C2=O)c1,-1,1
CC(=O)NC(=O)C(C#N)=CN1CCN(c2ccccc2)CC1,0,nt

# An excerpt (hit frequency here may not be typical).
